Assay outcomes from PubChem.
ATXN2 expr inh: ATXN2 expression inhibition; actives 0.72% (n = 360,000); AID 1745845; HEK-293 ATXN2-luciferase reporter, luminescence, 24 h; Potency, µM (titrated, usually from 57 µM), inactives show at the highest dose activity change, negative = inhibition, most hits filed as inhibitors; note: potency is the fitted concentration of half-maximal effect; % is set by controls: 0 for no effect and ±100 for the full control effect; nearly all actives have a fitted effect of over 55% in size
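qHTS (up to 57 uM final) was run with 24 h compound exposure of reporter cells at 37 °C. Each well was multiplexed: SteadyGlo luminescence measured ATXN2-luciferase expression after a fluorogenic Gly-Phe-AFC viability readout (25 uM final).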
HepG2 tox: HepG2 cytotoxicity, counter-screen for TGF-b inhibitors; Potency, µM (titrated, usually from 46.1 µM), without a hit: top-dose activity change, negative = cytotoxicity, hits mostly cytotoxic; actives 0.76% (n = 410,000); HepG2 CAGA-GFP viability, ATP luminescence, 18 h; note: potency is the fitted concentration of half-maximal effect; some results filed as inactive show a strong effect at the top dose
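HepG2 CAGA-GFP cells (1000/well, DMEM with 1% FBS) received compound, then TGF-beta at 500 pg/mL final, and were incubated 18 hours at 37 degrees C. Viability was read by CellTiter-Glo luminescence. Media-only wells were set as complete cell-killing and DMSO as no toxicity.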
MCF10A rereplic: induces DNA re-replication in MCF 10a normal breast cells; actives 2.9% (n = 350,000); MCF 10A DNA re-replication, Hoechst nuclear intensity, 48 h; Potency, µM (titrated, usually from 46.1 µM), for the others: at the top dose activity, positive = re-replication, hits mostly activators; note: potency is the fitted concentration of half-maximal effect; % of control where 0% means no effect; nearly all actives have a fitted effect of over 50% in size
TGFb inhibitor: inhibitors of TGF-b signaling; Potency, µM (highest dose often 46.1 µM), inactives show at the top dose activity, negative = inhibition, usual class: inhibitors; AID 588855; actives 1.2% (n = 410,000); HepG2 CAGA-GFP TGF-b/SMAD3 reporter, GFP fluorescence, 18 h; TGF-beta stimulated, 500 pg/mL final; note: potency is the fitted concentration of half-maximal effect; % is set by controls: 0 for no effect and ±100 for the full control effect; nearly all actives have a fitted effect of over 65% in size
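Per well, imaged GFP fluorescence of HEPG2 CAGA-GFP cells gives the signal; cells get compound, then TGF-beta (500 pg/mL final), 18 h at 37 degrees C; %Activity versus -TGF-beta and +DMSO controls.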
Nrf2 ARE act: activators of Nrf2 (ARE) signaling; AID 624171; Potency, µM (highest dose often 46.1 µM), for the others: at the highest dose activation, most hits filed as activators; AREc32 ARE-luciferase reporter (MCF7-derived line), luminescence, 24 h; actives 0.31% (n = 410,000); note: potency is the fitted concentration of half-maximal effect; % of control where 0% means no effect; nearly all actives have a fitted effect of over 65% in size
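Cells of the AREc32 ARE-luciferase line are plated in OPTI-MEM containing 5% FBS and left overnight at 37 deg C. Compounds are pinned in, incubation continues 24 hr, and firefly luciferase signal is then measured.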
ATXN viability: reduces viability in counter-screen for ATXN expression inhibitors; AID 651635; actives 0.49% (n = 400,000); Potency, µM (top dose mostly 56.7 µM), hits mostly cytotoxic; S2 cells (HEK-293 line with an ATXN2-luciferase reporter) viability, CellTiter-Fluor protease fluorescence, 24 h; note: potency is the fitted concentration of half-maximal effect; nearly all actives have a fitted effect of over 40% in size
A549 viability: A549 cytotoxicity, counter-screen for Nrf2 inhibitors; A549 ARE-Fluc cells, CellTiter-Fluor viability, 18-24 h; Potency, µM (highest dose often 46 µM), without a hit: at the top dose activity change, negative = cytotoxicity, usual class: inhibitors; actives 0.16% (n = 390,000); note: potency is the fitted concentration of half-maximal effect; % is set by controls: 0 for no effect and ±100 for the full control effect
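A549 ARE-Fluc cells in 5% FBS OPTI-MEM, 5000 cells/well, rested 2 h then exposed to compounds in concentration-response for 18-24 h at 37 °C. Viability by CellTiter-Fluor fluorescence (Ex 405/Em 525) after 30 min; luciferase luminescence (BugLite, 15 min, RT) read afterwards.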
Nrf2 block: inhibitors of Nrf2 signaling; A549 ARE-Fluc reporter, luciferase luminescence, 18-24 h; Potency, µM (titrated, usually from 46 µM), without a hit: top-dose activity change, negative = inhibition, usual class: inhibitors; actives 2.1% (n = 360,000); note: potency is the fitted concentration of half-maximal effect; % is set by controls: 0 for no effect and ±100 for the full control effect; nearly all actives have a fitted effect of over 60% in size
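Nrf2 function is reported as luminescence of an ARE-controlled luciferase in A549 cells. Compounds were tested at several concentrations, and a CellTiter-Fluor read on the same wells flagged cytotoxicity.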
IL-1B inflam inh: inflammasome signaling inhibition, IL-1 beta readout; THP-1 LPS/ATP IL-1B secretion, AlphaLISA, 16 h; hits give low values; activity change, % at 57.5 µM; actives 4.7% (n = 360,000); AID 743279; in the data active = activity change below about -50%; inconclusive = mostly about -30% to -49%; note: % is set by controls: 0 for no effect and ±100 for the full control effect
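THP-1 cells pretreated 1 hr with compounds (up to 57.5 uM final), then stimulated with LPS (250 ng/mL final) plus ATP (1.25 mM final); secreted IL-1B measured by AlphaLISA after 16 hr, decreased signal indicating inhibition.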
The depositor's hits bear a star; i = inactive; ? = inconclusive; / = not tested or not shown; [ ] = dose if it differs, or a comment. Unless noted, calls come from the whole dose curve; as a rule, active = well fitted curve in the direction sought with a large enough effect; inconclusive = small, poorly fitted or top-dose-only effect, or another doubt; inactive = no such curve, though single readings can be large; an effect the other way counts as inactive or inconclusive.

SMILES | ATXN2 expr inh | HepG2 tox | MCF10A rereplic | TGFb inhibitor | Nrf2 ARE act | ATXN viability | A549 viability | Nrf2 block | IL-1B inflam inh
COc1ccc(C2CC(=O)N(CC(=O)Nc3ccc(C(F)(F)F)cc3)c3ccccc3S2)cc1 (stereo unspecified) | 50%[activator] | 8% | / | 16% | -0.4% | i | 1% | ? | /
CCOC(=O)C1=CCC2C(=O)N(C3CCCCC3)C(=O)C12 (stereo unspecified) | 2% | -9% | / | -14% | 14% | i | / | / | 22
CCc1cccc(CC)c1NC(=S)NCCc1ccc(O)c(O)c1 | -21% | -29% | ? | ? | 12% | i | -1% | 15% | ?
CC(C)C(NC(=S)Nc1ccccc1)C(=O)O (stereo unspecified) | 1% | 0% | -4% | 16% | 0.4% | i | -2% | 5% | 10
C=C(C)CSC1=C(C#N)C(c2ccsc2)CC(=O)N1 (stereo unspecified) | -4% | -3% | 3% | 0% | 0.3% | i | 0% | 7% | -9
O=C1CC(c2ccco2)Cc2nc(Nc3nc(-c4ccccc4)c4ccccc4n3)ncc21 (stereo unspecified) | -23% | -17% | ? | -9% | -0.2% | i | -1% | ? | 19
Cc1c(O)ccc2c(=O)c(Oc3ccccc3)coc12 | 1% | 0% | -1% | 0% | 0.3% | i | -1% | 11% | 0
CC(C)CC(OC(=O)c1ccco1)C(=O)NC1CCCCC1 (stereo unspecified) | 1% | 10% | -1% | 2% | 0.0% | ? | 0% | 4% | 5
C/C(CC(=O)NC12CC3CC(CC(C3)C1)C2)=N\NC(=O)Cc1cccs1 | 4% | -2% | 1% | -7% | 0.1% | i | 0% | 0% | 0
Cc1ccc(-n2ccnc(SCC(=O)NC3CCCC3)c2=O)cc1F | 0% | 5% | 4% | -4% | -1.0% | i | -3% | 5% | 9
CCN1CCN(S(=O)(=O)c2cccc3nsnc23)CC1 | 8% | -11% | 3% | 0% | -0.9% | i | 1% | -10% | -3
COC(=O)c1cc(NC(=O)C2CC=CCC2C(=O)O)cc(C(=O)OC)c1 (stereo unspecified) | -3% | -3% | -2% | -8% | 0.1% | i | 6% | -13% | 12
CCOC(=O)c1nc(N2CCN(C(=O)OCC)CC2)c2c3c(sc2n1)CCCC3 | -12% | -72% | 2% | -3% | 0.7% | i | -7% | 26µM* | -17
COc1ccc(CCNC(=O)C2CCCN2C(=O)Nc2ccc(C)cc2)cc1OC (stereo unspecified) | -2% | 4% | ? | -3% | -0.6% | i | 3% | 2% | 0
O=C1CC(N2CCN(c3ccccc3)CC2)C(=O)N1Cc1ccc(Cl)cc1 (stereo unspecified) | / | 5% | -1% | ? | -0.2% | i | -2% | ? | 14
COc1cc2c(cc1OC)C(c1cc3cc(C)ccc3[nH]c1=O)N(C(=O)c1ccco1)CC2 (stereo unspecified) | 1% | 21% | 1% | 2% | -0.1% | i | -1% | -12% | -29
CCc1nc2ccc(C(=O)N3CCCC(C(N)=O)C3)cn2c1N(CCC(C)C)CCN(C)C (stereo unspecified) | 14% | -94% | / | 14% | -0.1%[9.22 µM] | i | / | / | 0
c1ccc2c(c1)[nH]c1c(N3CCOCC3)ncnc12 | -34% | -35% | 0% | -42% | 8.0% | i | -1% | -16% | -17
COC(=O)c1c(C)oc(C)c1S(=O)(=O)NCC1CC1 | -8% | 3% | 1% | 12% | -0.7% | i | -1% | 4% | 8
Cc1cc(=O)n2c3c(c4c(cc13)c(CN(C)C)cc(=O)n4C)OC2 | ? | -45% | 17% | -10% | 8.6% | i | ? | ? | -13
Cc1ccc(OCCCCCCN2CCNCC2)cc1 | 12% | -19% | ? | -24% | 2.8% | / | 6% | ? | -90*
Cc1ccc2c(c1)S(=O)(=O)N(C)C(c1ccccc1)=C2 | -12% | 1% | ? | 4% | 2.5% | i | 1% | 11% | -16
COc1ccc(NC(=O)CN2CCC(NC(=O)c3ccco3)CC2)c([N+](=O)[O-])c1 | 8% | -29% | 6% | -1% | -0.6% | i | 1% | -4% | -10
CC(C)c1nc(NCCO)c(C#N)c2c1CCCC2 | 1% | -16% | 10% | -9% | -0.3% | i | 13% | ? | 30
Cc1ccc2[nH]c3c(=O)n(CC(=O)N4CCN(C)CC4)ncc3c2c1 | / | -58% | ? | -27% | 0.3% | i | -26% | ? | 2
Cc1ccc(N/N=C(\Cc2nc3ccccc3[nH]2)c2ccccc2)cc1 | 30%[activator] | -1% | ? | ? | 8.2% | ? | -29% | ? | 0
COc1ccc(OC)c(-n2c(C)ccc2-c2ccc(S(C)(=O)=O)cc2)c1 | 3% | -7% | -10% | -20% | ? | i | 21% | / | -20
Cc1cc(-c2csc(N)n2)c(C)n1Cc1ccccc1 | 4% | 5% | 10% | -30% | -0.2% | i | -7% | 14% | 0
O=C(Nc1ccn(Cc2ccccc2F)n1)c1ccc(COc2ccccc2Cl)cc1 | -23% | 1% | ? | -4% | 0.9% | ? | -12% | 18µM* | -11
COc1cccc(Cn2cnc3c2c(=O)n(C)c(=O)n3C)c1 | / | -26% | / | -30% | -0.7% | / | -1% | 13µM* | /
COc1ccc(/C=C/C(=O)ONC2=NCCCCC2)cc1OC | -33% | -39% | -3% | -19% | 7.5% | i | -1% | ? | -6
CC(C)NC(=O)NC(=O)COC(=O)c1cccc(OC(F)F)c1 | -16% | 12% | 0% | 6% | -0.8% | i | -9% | -11% | 10
Cc1nn(Cc2ccccc2)c(C)c1NC(=O)CCCn1nc(C)c([N+](=O)[O-])c1C | 5% | -14% | 21% | -2% | 1.2% | i | 14% | -25% | -3
O=C(Cn1nnc(-c2ccc(Cl)cc2)n1)NCCC1=CCCCC1 | -8% | -11% | -7% | -5% | 0.0% | i | -2%[1.84 µM] | 1% | -7
O=C(O)/C=C/C(=O)Nc1ccccc1C(=O)OCC(=O)c1ccc2c(c1)OCCO2 | -18% | -2% | ? | 0% | 6.0% | i | -5% | ? | -75*
CCCCSCc1nc2ccccn2c1Br | 22% | 3% | 1% | -7% | 17% | i | 5% | 5% | 18
Cc1ccc(CN2C(=O)C(C)Oc3ccc(C)cc32)cc1 (stereo unspecified) | 4% | -29% | / | -6% | -0.7% | i | / | / | -2
COCCN(C(=O)CCc1ccccc1OC)c1nnc(-c2cccnc2)s1 | / | 0% | -4% | -2% | 0.4% | ? | -2% | -14% | -9
Cn1c(=O)c2c(nc(CN3CCOCC3)n2CC(O)CO)n(C)c1=O (stereo unspecified) | 3% | -17% | 3% | 1% | -0.4% | i | 4% | 16% | 10
CCCN(CC1CC1)C(=O)COC(=O)c1oc2ccc(OCC)cc2c1C | / | -41% | -2% | ? | 4.6% | i | 8% | -10% | -4
OCCC1CN(Cc2nc(-c3ccccc3)cs2)CCN1C1CCCC1 (stereo unspecified) | / | -28% | 3% | -12% | 0.6% | i | -5% | 7% | -9
CCOC(=O)c1cnc2c(C)c(-c3ccccc3)[nH]n2c1=O | -5% | 13% | 0% | 11% | 0.6% | i | -5% | 1% | -10
CCOC(=O)CN(C(=O)CSc1nnc2c(n1)[nH]c1ccc(OC)cc12)c1ccc(F)cc1 | 3% | 1% | 0% | ? | 4.1% | i | -4% | ? | -59*
CCOC(=O)c1c(C)[nH]c(C)c1S(=O)(=O)N1CCC(C(=O)NCc2cccc(C)c2)CC1 | -2% | -8% | / | 0% | -0.8% | i | -1% | -4% | /
COc1cc(C(=O)NCCCNc2nc3cc(C)c(C)cc3cc2C#N)cc(OC)c1OC | -3% | -8% | ? | -9% | -0.1% | / | 8% | -28% | -19

Ordered by SMILES length (lowest first): six of the compounds above
SMILES | ATXN2 expr inh | HepG2 tox | MCF10A rereplic | TGFb inhibitor | Nrf2 ARE act | ATXN viability | A549 viability | Nrf2 block | IL-1B inflam inh
CC(C)c1nc(NCCO)c(C#N)c2c1CCCC2 | 1% | -16% | 10% | -9% | -0.3% | i | 13% | ? | 30
CCN1CCN(S(=O)(=O)c2cccc3nsnc23)CC1 | 8% | -11% | 3% | 0% | -0.9% | i | 1% | -10% | -3
CCOC(=O)C1=CCC2C(=O)N(C3CCCCC3)C(=O)C12 (stereo unspecified) | 2% | -9% | / | -14% | 14% | i | / | / | 22
COCCN(C(=O)CCc1ccccc1OC)c1nnc(-c2cccnc2)s1 | / | 0% | -4% | -2% | 0.4% | ? | -2% | -14% | -9
O=C(Nc1ccn(Cc2ccccc2F)n1)c1ccc(COc2ccccc2Cl)cc1 | -23% | 1% | ? | -4% | 0.9% | ? | -12% | 18µM* | -11
O=C1CC(c2ccco2)Cc2nc(Nc3nc(-c4ccccc4)c4ccccc4n3)ncc21 (stereo unspecified) | -23% | -17% | ? | -9% | -0.2% | i | -1% | ? | 19

More records follow:
SMILES | ATXN2 expr inh | HepG2 tox | MCF10A rereplic | TGFb inhibitor | Nrf2 ARE act | ATXN viability | A549 viability | Nrf2 block | IL-1B inflam inh
CS(=O)(=O)c1ccc2nc(NC(=O)CC3CCCC3)sc2c1 | 22% | -30% | -1% | -32% | 2.0% | i | -3% | 9% | -25
COc1ccc(S(=O)(=O)NC(C(C)C)C(C)C)cc1OC | -1% | 0% | 2% | -3% | 0.3% | i | 5% | / | 3
CC(C)NC(=S)N1CCC(Cc2ccccc2)CC1 | -38% | -29% | ? | -11% | -0.4% | i | -2% | 16% | -10
CC(C)c1ccc(CCNC(=O)c2cccc(S(=O)(=O)N3CCN(C)CC3)c2)cc1 | 0% | -24% | ? | -29% | 1.7% | i | -2% | 11% | -10

A few values from above.
CC(C)NC(=S)N1CCC(Cc2ccccc2)CC1 in HepG2 tox reads -29%
CS(=O)(=O)c1ccc2nc(NC(=O)CC3CCCC3)sc2c1 in IL-1B inflam inh reads -25
CC(C)c1ccc(CCNC(=O)c2cccc(S(=O)(=O)N3CCN(C)CC3)c2)cc1 in ATXN2 expr inh reads 0%
